# Compound activity as filed in PubChem BioAssay.
# EBI2 antag: EBI2 receptor antagonists, beta-arrestin recruitment, primary screen, cell-based, luminescence, 7a,25-OHC stimulation, uHTS | actives 0.81% (n = 360,000) | 7a,25-OHC stimulated | AID 651636, 2012 | inhibition, % at 5 µM; in the data active = inhibition above about 38%;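 also: enzyme fragment complementation signal reports receptor beta-arrestin coupling in cells; 0% = agonist plus DMSO wells and 100% = wells without agonist; some results beyond the cut were filed as inactive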
# CXCR6 inh: CXCR6 receptor inhibitors, primary screen, cell-based, beta-arrestin, luminescence, CHO-K1 PathHunter, 1536-well. inhibition, % at 20 µM. actives 0.36% (n = 360,000). AID 602244, 2012; in the data active = inhibition above about 34%, passing the limit was not always enough;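 also: antagonist mode with CXCL16 agonist at 10 nM final; 0% = 10 nM CXCL16 with DMSO and 100% = unstimulated wells without agonist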
# Target sequence (O00574 whole entry, looked up): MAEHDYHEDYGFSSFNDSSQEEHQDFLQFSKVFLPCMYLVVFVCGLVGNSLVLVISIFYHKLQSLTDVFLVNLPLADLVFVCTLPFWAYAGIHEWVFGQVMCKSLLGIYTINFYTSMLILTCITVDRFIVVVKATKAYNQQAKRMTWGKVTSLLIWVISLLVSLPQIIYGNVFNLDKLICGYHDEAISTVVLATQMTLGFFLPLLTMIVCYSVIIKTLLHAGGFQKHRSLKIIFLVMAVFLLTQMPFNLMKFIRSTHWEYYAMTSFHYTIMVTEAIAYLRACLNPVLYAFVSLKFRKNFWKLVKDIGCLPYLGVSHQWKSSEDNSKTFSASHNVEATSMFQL
# Gli-Sufu block: Gli-Sufu pathway antagonists, primary screen, luciferase luminescence, Sufu-KO-LIGHT cells, uHTS | inhibition, % at 5 µM | Sufu-KO-LIGHT fibroblasts, Gli luciferase reporter luminescence | actives 0.74% (n = 340,000) | AID 588413, 2011;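 active = inhibition above about 55%, limit read from the data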;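 also: 0% = DMSO-treated cells and 100% = wells with medium but no cells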
# CCR6 antagonist: CCR6 receptor antagonists, primary screen, cell-based, CHO-K1, luminescence, beta-arrestin, uHTS. CHO-K1 CCR6 PathHunter beta-arrestin, CCL20-stimulated. inhibition, % at 20 µM. actives 0.49% (n = 340,000);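 active = compounds whose inhibition of the agonist-driven luminescence signal at 20 µM reaches about 50%, limit read from the data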;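 also: cells stimulated with CCL20 at 14 nM final; plate controls were DMSO with CCL20 for no effect and DMSO without agonist for full effect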
# ATG4B inhibitor: ATG4B protease inhibitors, primary screen, biochemical, fluorescence, uHTS. ATG4B cleavage of LC3-PLA2, NBD-HPC fluorescence, 1 h. actives 0.51% (n = 340,000). inhibition, % at 8.33 µM. Cysteine protease ATG4B (Homo sapiens), Q9Y4P1; in the data active = inhibition above about 40%
# UBC13 polyUb: UBC13 polyubiquitin chain formation inhibitors, primary screen, biochemical, TR-FRET, uHTS; Ubiquitin-conjugating enzyme E2 N (Homo sapiens), P61088; AID 485273, 2010; inhibition, % at 20 µM; actives 0.47% (n = 330,000); in the data active = inhibition above about 45%, passing the limit was not always enough
# Target sequence (P61088 whole entry, looked up): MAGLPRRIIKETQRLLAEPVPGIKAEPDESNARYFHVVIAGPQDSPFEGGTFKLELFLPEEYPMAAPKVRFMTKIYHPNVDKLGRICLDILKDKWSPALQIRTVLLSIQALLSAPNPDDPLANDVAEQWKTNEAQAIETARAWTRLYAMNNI
# APJ antag: antagonists of human apelin receptor APJ, primary screen, CHO-K1 cells, beta-arrestin complementation, luminescence. P35414. inhibition, % at 20 µM. actives 0.32% (n = 330,000);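 active = inhibition above about 40% at 20 µM, limit read from the data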;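 also: cells challenged with 10 nM apelin-13 agonist together with compound; plate controls were apelin-13 plus DMSO wells for no effect and DMSO wells lacking apelin-13 for full effect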
# Target sequence (P35414 whole entry, looked up): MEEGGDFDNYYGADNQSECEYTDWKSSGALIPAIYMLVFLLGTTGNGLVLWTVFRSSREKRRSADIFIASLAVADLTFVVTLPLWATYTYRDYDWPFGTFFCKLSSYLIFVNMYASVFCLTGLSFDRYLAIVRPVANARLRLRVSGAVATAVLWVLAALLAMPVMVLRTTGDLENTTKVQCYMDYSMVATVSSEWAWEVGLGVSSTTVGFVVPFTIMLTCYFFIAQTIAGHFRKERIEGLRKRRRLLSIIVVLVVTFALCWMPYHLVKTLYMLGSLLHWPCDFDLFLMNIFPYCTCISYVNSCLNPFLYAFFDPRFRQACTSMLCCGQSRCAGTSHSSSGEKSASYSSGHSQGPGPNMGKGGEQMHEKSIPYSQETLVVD
# APJ agonist: agonists of human apelin receptor APJ, primary screen, CHO-K1 cells, PathHunter beta-arrestin, luminescence; actives 0.11% (n = 330,000); P35414; 0% DMSO wells, 100% apelin; AID 2520, 2010; activation, % at 20 µM;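 active = activation more than six SD over the plate average, tested at 20 µM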;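 also: 0% = DMSO alone and 100% = apelin-13 at 10 nM; some results filed as inactive read as strong as hits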
#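 Test system – PathHunter CHO-K1 APJ (AGTRL-1) beta-arrestin reporter cells · Input – 1000 cells/well · Compound – single test compound dose, 20 µM final, 1% DMSO · Times – compound stimulation 90 min at 25 °C, detection 60 min · Technique – beta-gal luminescence · Read-out basis – APJ–arrestin association signal · Control set – negative DMSO alone, positive Apelin-13 at 10 nM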
# * hit, by the source's call; . = no result given.
Structure	EBI2 antag	CXCR6 inh	Gli-Sufu block	CCR6 antagonist	ATG4B inhibitor	UBC13 polyUb	APJ antag	APJ agonist
O=C(Nc1ccc(O)c2c(=O)cc(-c3ccccc3Cl)oc12)c1ccc(Cl)cc1Cl	42	3	1	26	7	-11	22	-2
COc1cc(Cl)c(C)cc1NC(=O)CSc1ccc(NC(C)=O)cc1	5	-4	-10	-9	-1	4	-19	-3
COC(=O)c1ccccc1NC(=O)CN1CCCCC1	5	2	-1	11	8	-2	10	0
C/C(=N\NC(=O)c1ccc(N(C)C)cc1)c1ccc(C)c(C)c1	-16	-1	-10	10	-3	2	-5	1
COc1ccccc1Nc1nc(NCCC(C)C)nc(N)c1[N+](=O)[O-]	4	-2	-5	2	-4	13	18	-4
Cc1c(C(=O)N2CCCCC2)c(S(=O)(=O)N2CCN(c3ccccc3F)CC2)c(C)n1C	-3	2	-15	6	0	-1	18	-3
O=C(O)C1[C@H]2C(=O)N(Cc3cccs3)C[C@]23C=C[C@H]1O3 (stereo partly specified)	9	-3	5	-9	-2	4	-18	-2
CCN(CC)C(=O)CSc1nnc([C@@H](N)C(C)C)o1	-11	6	2	2	-4	-9	-8	-3
COc1ccc(-c2c(C)n([O-])c3c([n+]2=O)CCCC3)cc1	-3	2	7	-4	-2	0	6	-2
CCCC(=O)Nc1ccc(C(=O)n2nnc3ccccc32)cc1	-8	16	2	31	-11	17	2	-1
O=C(O)c1ccccc1C(=O)N1CCN(Cc2ccc3c(c2)OCO3)CC1	-14	2	0	13	-3	4	-12	2
CC(NC(=O)C1CCN(S(=O)(=O)c2cnc[nH]2)CC1)c1ccccc1 (stereo unspecified)	-9	-1	1	2	-7	5	-6	1
COc1ccc(N(CC(=O)NCCC2=CCCCC2)S(=O)(=O)c2ccccc2F)cc1	-17	1	5	19	-8	-7	-6	0
Cc1nc2ccc(NC(=O)Cc3ccccc3F)cc2s1	-2	0	-77	2	4	7	1	-7
CCc1cc2c(SCC(=O)N(CC)c3c(N)n(Cc4ccccc4)c(=O)[nH]c3=O)ncnc2s1	-2	1	2	3	-6	-1	0	-3
CCSc1nc2sc3c(c2c(=O)n1-c1ccc(C)cc1)CCN(C)C3	13	12	.	21	3	3	-25	0
COC(=O)C1=C(C(=O)OC)SC2(S1)C(C(=O)OC)=C(C(=O)OC)SC1=C2c2cc(C)cc(C)c2NC1(C)C	20	17	-3	2	-17	-14	20	-4
CCN1CCN(C2=C(NS(=O)(=O)c3ccc(C)cc3)C(=O)c3ccccc3C2=O)CC1	-6	-17	-36	8	12	-82	-80	10
N#Cc1ccc(N2C(=O)[C@@H]3C(C(=O)c4ccc5ccccc5n4)=NN[C@@H]3C2=O)cc1	-1	6	-1	13	-16	1	15	-1
COc1ccccc1N1CCN(CC(O)COCCOc2ccc(Br)cc2)CC1 (stereo unspecified)	6	-1	32	3	-6	5	-1	-4
COc1cccc(CNC(=O)C(c2ccc(Cl)cc2)C(C)C)c1 (stereo unspecified)	1	4	9	11	3	0	10	-1
COCCC(=O)N1CCC(Oc2ccc(C(=O)NCc3nccn3C)cc2)CC1	-5	-12	1	-1	11	-1	-6	3
Cc1ccccc1NC(=O)c1ccccc1-c1ccccc1	6	-3	7	3	-3	-1	10	-2
OCCNCCCOc1ccc(Cl)cc1Br	-9	-2	-3	3	-2	7	-5	-3
Cc1nn(-c2ccccc2)c(N2CCCC2)c1/C=N/NC(=S)Nc1ccccc1F	9	9	12	9	-10	0	13	-3
COc1ccc(NS(=O)(=O)c2ccc(N3CCCCC3)c(N)c2)cc1	-4	-5	58*	-13	-9	4	-3	-1
COc1ccc(Cc2n[nH]c(=S)n2-c2ccc3c(c2)OCCO3)cc1	1	0	-4	-11	-2	-5	-16	3
COc1cccc(C(=O)Nc2ccc(C(=O)c3ccncc3)cc2)c1	0	-13	28	1	-2	-3	-17	4
O=S(=O)(Nc1ccc(-c2ccc3nncn3n2)cc1)c1cccc(F)c1	3	2	1	1	-3	-1	-10	-4
CCOC(=O)c1cnc2c(ccc3ccccc32)c1NCCCN(C)C	28	-3	34	19	-7	23	26	5
CCOc1ccc(C(=O)NC(C(=O)N2CCC2)C(C)C)cc1 (stereo unspecified)	0	2	-6	10	-6	3	-15	-5
COc1cc(/C=N/NC(=O)c2cc(C)oc2C)ccc1O	-19	0	-2	3	-9	-10	-16	1
CSc1sc(C(=O)NNC(=O)c2ccc(Cl)cc2)c2c1C=CCC2	3	10	1	18	2	3	5	-1
Cc1cc(C(=O)CSc2nnc(Cc3ccccc3)o2)c(C)n1Cc1ccc2c(c1)OCO2	3	-4	10	-5	5	5	10	-1
Cc1ccc(C(=O)O/N=C(\N)Cc2cccs2)c(Cl)c1	18	-18	-103	-10	13	2	-81	18
Cn1nc([N+](=O)[O-])nc1Sc1ccc(Cl)cc1	-8	-6	-7	-13	3	-10	-7	2

# One compound at a time, as listed above. Order of screens: EBI2 antag | CXCR6 inh | Gli-Sufu block | CCR6 antagonist | ATG4B inhibitor | UBC13 polyUb | APJ antag | APJ agonist
# Listed for COc1cc(/C=N/NC(=O)c2cc(C)oc2C)ccc1O → -19 | 0 | -2 | 3 | -9 | -10 | -16 | 1
# Listed for COc1ccc(Cc2n[nH]c(=S)n2-c2ccc3c(c2)OCCO3)cc1 → 1 | 0 | -4 | -11 | -2 | -5 | -16 | 3
# Listed for Cn1nc([N+](=O)[O-])nc1Sc1ccc(Cl)cc1 → -8 | -6 | -7 | -13 | 3 | -10 | -7 | 2

# (next part)
Structure	EBI2 antag	CXCR6 inh	Gli-Sufu block	CCR6 antagonist	ATG4B inhibitor	UBC13 polyUb	APJ antag	APJ agonist
COc1ccc(OC)c(NC(=O)COC(=O)Cc2ccc(Br)cc2)c1	-14	2	-8	27	-5	4	11	-3
Cn1c(=S)oc2ccccc21	-4	4	2	-5	3	6	4	-5
COc1cccc(-c2coc3cc4oc(=O)c(CC(=O)O)c(C)c4cc23)c1	8	-2	-1	0	2	0	10	1
C#CCOCCOCCOCCNc1nc(N2CCN(C(=O)C(CCC(=O)O)n3cc(C(N)CC(C)C)nn3)CC2)nc(N2CCN(C(=O)C(Cc3cc4ccccc4[nH]3)n3cc(C(N)Cc4ccc(O)cc4)nn3)CC2)n1 (stereo unspecified)	-6	2	-3	1	-19	10	10	1
Cc1cccc(N2C(=O)CC(Sc3ccccc3C(=O)O)C2=O)c1 (stereo unspecified)	-8	-13	-4	3	-1	-4	-10	-2
Cc1ccc(N=Nc2[nH]c3ccccc3c2O)cc1	6	1	-37	17	-4	-18	8	0
Cc1ccc(CN2CCN(Cc3cnc(C)[nH]3)CC2CCO)cc1 (stereo unspecified)	-4	0	9	-9	9	-1	-7	-4
CC(OC(=O)[C@@H](NC(=O)c1ccco1)C(C)C)C(=O)Nc1ncc(Cl)cc1Cl (stereo partly specified)	-15	3	-2	6	-9	4	-7	-1
CN(CC(=O)Nc1ccc(S(=O)(=O)N2CCCC2)cc1)Cc1ccc(Cl)c(Cl)c1	7	3	8	1	-15	1	-13	5
CCc1ccc(NC(=O)C2CCN(C(=O)N3CCOc4ccccc43)CC2)cc1	5	2	0	11	-23	6	0	-3
CCC(=O)N1CCN(CCN=CC2=C(O)CC(c3cccs3)CC2=O)CC1 (stereo unspecified)	-16	-5	0	12	4	-1	-16	-5
OCc1n[nH]c(CO)n1	0	-2	-10	8	7	11	3	-4
Cc1c(N(C)S(=O)(=O)c2cc(C(=O)NCC3CCCO3)ccc2Cl)c(=O)n(-c2ccccc2)n1C (stereo unspecified)	-7	1	4	-8	2	1	9	-1
Cc1c(NC(=O)CSCc2ccccc2)cccc1C(=O)O	-21	-7	-7	6	2	-4	3	2
Cc1cc(C)cc(NC(=O)C2CC(=O)n3ncnc3N2)c1 (stereo unspecified)	-7	2	0	13	-8	1	10	0
O=C(Nc1ccc2c(c1)OCCO2)c1cccnc1Oc1ccccc1	-7	6	1	4	-4	-5	6	-7
N#CCSc1nnc(COc2ccccc2)n1-c1ccccc1	-5	8	-2	5	-8	8	3	-1
CCOC(=O)c1c(NC(=O)CSc2nnc(-c3ccco3)o2)sc(C)c1C	4	-1	5	7	21	6	-8	-3
COCCNC(=O)c1cn(C(C)c2ccccc2F)nn1 (stereo unspecified)	.	.	1	5	2	-4	-1	-2
CC(=O)c1ccc(NC(=O)c2ccc3nc(C)sc3c2)cc1	-1	-8	-72	7	-1	-1	7	0
CCCc1cc(=O)[nH]c(SCC(=O)NC2CCCc3ccccc32)n1 (stereo unspecified)	1	6	-6	0	-7	15	18	-3
O=C(N=Nc1c(O)[nH]c2ccccc12)c1cccs1	2	-3	-107	12	-14	-22	8	-3
COc1cccc(OCc2cc(C(=O)NCCN3CCCCC3CO)no2)c1 (stereo unspecified)	-6	2	-6	2	13	1	-49	14
CCCCNC(=O)c1cc2c(-c3ccc(Cl)cc3)nn(C)c2s1	23	1	-2	3	-3	5	8	4
CC(CCc1ccccc1)NC(=O)c1cccc(F)c1 (stereo unspecified)	-3	0	3	5	-5	-1	-1	-1
Cc1ccc(N2C(=NC(=O)c3ccccc3)SC3CS(=O)(=O)CC32)cc1 (stereo unspecified)	-6	3	-9	10	3	3	4	0
COc1cc(C(=O)N2CCN(c3ccccc3)CC2)c2ccccc2n1	0	-1	44	14	2	.	.	.
CCOc1ccc(C(=O)NCC(=O)OCCCC(=O)c2ccc(F)cc2)cc1OCC	6	-6	-1	7	-11	-5	-1	-3
Cn1c(-c2cccc(Br)c2)n[nH]c1=O	1	-8	3	0	9	1	-39	-2
CCCCN(C)C(=O)c1cn(C)c2ccc(S(=O)(=O)N3CCC(C)CC3)cc2c1=O	-4	5	-3	14	4	-14	15	-6
CCCCn1nc(C(=O)NC2CCCCCC2)c2ccccc2c1=O	5	10	3	24	8	-14	3	-6
O=C1Nc2cc(C(=O)NCCCN3CCOCC3)ccc2S/C1=C/c1ccccc1F	-1	7	20	22	-3	11	9	1
c1ccc2c(c1)CCN(c1nc(CN3CCOCC3)nc3sc4c(c13)CCCC4)C2	11	2	10	24	26	26	4	-5
Oc1cc(-c2cccnc2)cc2cccnc12	-22	8	29	14	1	-10	9	-4
O=C(CCCN1C(=O)c2cccc3cccc(c23)C1=O)N1CCN(c2ccc(F)cc2)CC1	11	9	23	11	-15	-5	16	-1
C[C@H](NC(=O)Cc1ccccc1)C(=O)N1CCC2(CC1)NCCc1[nH]cnc12	-5	-1	-15	5	2	-4	13	0
CS(=O)CSc1nc2c(cc1C#N)CCCC2 (stereo unspecified)	4	1	1	15	8	-3	8	2
CC(CC(=O)NCCc1ccc(S(N)(=O)=O)cc1)c1ccccc1 (stereo unspecified)	3	8	-1	5	-5	-8	-6	4
CCC(C)[C@H](NC(=O)N1CC(=O)Nc2ccccc21)C(=O)N[C@H](C(=O)O)c1ccccc1 (stereo partly specified)	-6	-1	1	1	-1	6	-5	1
O=C(Nc1ccc(Cl)cn1)C1CCN(S(=O)(=O)c2cccs2)CC1	32	-6	4	9	5	6	-5	-2
O=C(NC1CCCCC1)C(c1ccncc1)N(C(=O)Cn1nnc(-c2cccs2)n1)C1CCCC1 (stereo unspecified)	4	0	5	1	-3	-4	14	-6
